# Furin inhibitor: human furin inhibition | P09958 | purified furin, fluorogenic substrate cleavage | inhibition, % at 30 µM | actives 0.061% (n = 220,000); in the data active = inhibition above about 25%; also: inactives centre near -15
# Target sequence (P09958 108-714 limits assumed): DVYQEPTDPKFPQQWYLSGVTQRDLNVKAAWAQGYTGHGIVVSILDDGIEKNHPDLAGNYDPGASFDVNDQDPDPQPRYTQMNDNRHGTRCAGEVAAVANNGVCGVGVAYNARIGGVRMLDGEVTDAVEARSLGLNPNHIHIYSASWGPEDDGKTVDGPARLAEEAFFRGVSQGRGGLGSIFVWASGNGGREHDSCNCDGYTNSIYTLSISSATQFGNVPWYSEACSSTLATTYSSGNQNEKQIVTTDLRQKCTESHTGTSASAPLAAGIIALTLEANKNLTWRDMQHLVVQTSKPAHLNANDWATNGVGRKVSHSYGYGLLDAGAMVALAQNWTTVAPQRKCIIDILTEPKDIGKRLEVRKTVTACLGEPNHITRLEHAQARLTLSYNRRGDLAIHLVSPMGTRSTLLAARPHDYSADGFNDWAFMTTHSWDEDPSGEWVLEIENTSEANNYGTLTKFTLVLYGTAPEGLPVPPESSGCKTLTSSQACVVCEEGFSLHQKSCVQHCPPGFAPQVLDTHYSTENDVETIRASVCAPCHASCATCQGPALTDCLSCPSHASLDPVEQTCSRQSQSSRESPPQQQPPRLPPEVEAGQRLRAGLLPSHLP
# p47phox inh: inhibitors of human p47phox binding. p47phox/p22phox peptide binding, fluorescence polarization, 2 h. actives 0.53% (n = 220,000). inhibition, % at 24.7 µM. AID 1274. P14598;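 active = inhibition above about 30%, limit read from the data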;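 also: 0% = p47phox with labelled peptide and 100% = labelled peptide alone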
# EBV gp42 inh: inhibitors of Epstein-Barr virus glycoprotein 42 | Q1HVG2 | Fluorescence polarization binding assay, mP read-out | inhibition, % (tested at 21.74 µM) | actives 0.42% (n = 220,000) | AID 1085; in the data active = inhibition above about 50%
# Target sequence (Q1HVG2 whole entry, looked up): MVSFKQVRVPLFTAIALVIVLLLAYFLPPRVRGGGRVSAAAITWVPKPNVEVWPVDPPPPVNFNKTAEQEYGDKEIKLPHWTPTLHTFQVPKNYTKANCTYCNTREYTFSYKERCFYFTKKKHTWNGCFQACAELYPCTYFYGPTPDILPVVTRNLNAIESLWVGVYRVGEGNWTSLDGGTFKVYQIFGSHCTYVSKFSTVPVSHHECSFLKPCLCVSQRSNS
# p97 inhibitor: human p97 ATPase inhibition; P55072; recombinant p97 ATPase, Kinase-Glo ATP luminescence, 3 h; inhibition, % at 8 µM; actives 0.42% (n = 220,000); in the data active = inhibition above about 15%;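 also: 0% = DMSO vehicle and 100% = wells lacking enzyme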
# Tb hexokinase: T. brucei hexokinase 1 inhibition; recombinant TbHK1, G6PDH-coupled NADH A340; inhibition, % at 10 µM; actives 0.11% (n = 220,000); AID 1430;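 active = inhibition of 50% or more in the single-dose primary screen; inactive = inhibition below 50%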
# Calpain2 inh: blocks pig calpain II enzyme activity | purified calpain II, fluorogenic peptide substrate, 30 min | inhibition, % at 16 µM | actives 0.37% (n = 220,000) | AID 1236;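 active = inhibition above about 50%, limit read from the data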
# RBBP9 inh: blocks human serine hydrolase RBBP9. O75884. recombinant RBBP9, FP-Rh probe fluorescence polarization. inhibition, % at 7.94 µM. actives 0.2% (n = 220,000);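 active = inhibition above the campaign mean of all tested compounds plus 3 SD, cut at about 14% in these data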;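 also: plate controls were DMSO wells with RBBP9 for no effect and wells lacking RBBP9 protein for full effect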
# Target sequence (O75884 whole entry, looked up): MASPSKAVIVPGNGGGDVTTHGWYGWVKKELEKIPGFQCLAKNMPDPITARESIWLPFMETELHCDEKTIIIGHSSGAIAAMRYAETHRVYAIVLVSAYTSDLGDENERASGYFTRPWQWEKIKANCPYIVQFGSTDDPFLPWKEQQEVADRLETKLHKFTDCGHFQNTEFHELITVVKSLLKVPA
#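 Test system: recombinant human RBBP9. Quantity: 2.5 µM RBBP9 dispensing solution, before mixing. Detection: FP readout at 525/598 nm. Reagent: Serine-hydrolase probe FP-Rh, 375 nM pre-mixing. Measure: % inhibition. Control set: DMSO-treated enzyme wells and wells lacking RBBP9. Buffer or medium: Tris-NaCl-Pluronic buffer, pH 8.0. Times: preincubation 30 min plus labeling 45 min at 25 °C.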
# Runt-SMMHC FRET: Runt domain-CBFb-SMMHC interaction inhibition. AID 1434. actives 0.74% (n = 220,000). Cerulean-Runt/Venus-CBFb-SMMHC FRET ratio 530/480, 1 h. inhibition, % at 20 µM. Q01196+Q13951;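 active = mean inhibition across duplicate retests at 20 µM reaching about 50%, limit read from the data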;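 also: 0% = DMSO wells and 100% = wells with excess untagged CBFb-SMMHC; inhibitors lower the FRET ratio by blocking Runt binding to CBFb-SMMHC; some results filed as inactive read as strong as hits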
# Runt-CBFb FRET: inhibitors of human RUNX1 Runt domain binding to CBFb. actives 0.46% (n = 220,000). Cerulean-Runt/Venus-CBFb FRET ratio 530/480, 1 h. inhibition, % at 20 µM. Q01196+Q13951;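 active = inhibition over about 50% at 20 µM in the single-dose screen, limit read from the data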;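 also: 0% = DMSO wells and 100% = excess unlabeled CBFb competitor control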
#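 Measured by: fluorescence energy transfer, 422 nm excitation, 530/480 nm emission; Assay system: Cerulean-Runt domain; Medium: Tris pH 7.5 buffer with BSA; Measure: loss of energy transfer signal; Controls: 5 µM unlabeled CBFb as full-inhibition high control; Incubation: protein complex preformed 1 h, compound exposure 1 h, room temperature, dark.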
# * hit, by the source's call; . = no result given; [ ] = remark or other dose.
Molecule	Furin inhibitor	EBV gp42 inh	Tb hexokinase	Runt-SMMHC FRET	Runt-CBFb FRET	p97 inhibitor	p47phox inh	RBBP9 inh	Calpain2 inh
C/C(CCN1CCCCc2nc(C)c(C)cc21)=N\O[C@H](C)c1cn([C@H](CO)Cc2ccccc2)nn1	-11	-9	-6	-1	-3	0	-10	0	-23
O=C(Nc1ccc(S(=O)(=O)Nc2ncccn2)cc1)c1ccccc1NS(=O)(=O)c1ccc(Cl)cc1	-28	-15	-10	-2	-1	5	-5	-2	-19
Cc1ccc(S(=O)(=O)c2ccc(-n3nc(C)cc3N)cc2)cc1	-26	-2	-5	4	-2	-1	7	-11	-29
COc1ccc(Cn2nnnc2C(C(C)C)N2CCN(c3ccccc3OC)CC2)cc1 (centres undefined)	-23	-9	-2	2	-1	-2	-22	-3	0
Cc1nc2c(C)cccn2c1C(=O)N/N=C/c1ccccc1[N+](=O)[O-]	-13	-5	-44	-2	-2	4	-9	-7	-13
O=C(Nc1c2c(nc3c1CCC3)CCCC2)c1ccccn1	-13	-12	-4	1	0	2	3	-1	-2
COc1ccc(-c2nnc(SCC(=O)N3CCOCC3)o2)cc1	-29	-6	-13	2	-1	-2	-2	-4	-39
COc1ccc(OC)c(S(=O)(=O)n2nnc3ccccc32)c1	-12	2	1	0	-1	1	5	-1	-30
O=C1CCCC/C1=C\Nc1ccc(O)cc1	-24[20 µM]	-23	-22	-1	10	21*	4	10	5
COc1ccc(OC)c(-c2nc(CN3CCCCC3c3cccnc3)c(C)o2)c1 (centres undefined)	-12	6	-10	2	0	-2	-2	-5	-58
Cc1cc2nnn(-c3nnc(-c4ccccc4)c4ccccc34)c2cc1C	-2	-5	-5	3	-3	2	7	-3	-31
CCOc1cc(-c2noc(-c3cccnc3)n2)ccc1OC	-26	2	0	-1	-1	3	0	-7	-34
COC(=O)C1=C(C)Nc2ncnn2C1c1ccc(OCc2ccccc2)cc1 (centres undefined)	-16	1	2	6	2	-4	-10	-3	-12
COc1ccc(C2=NCCc3cc(OC)c(OC)cc32)cc1OC	-12	-15	-15	-8	-2	3	-6	-3	-37
COCCN=c1scc(-c2ccco2)n1/N=C/c1ccc(O)c(O)c1O	2	74*	3	19	39	6	-2	24*	-35
CSc1nnc(CNC(=O)C23CC4CC(CC(C4)C2)C3)n1Cc1ccccc1	-18	-12	-5	-1	-4	-4	-6	-4	4
CC1CCCC(NC(=O)COC(=O)Cc2cn3ccsc3n2)C1C (centres undefined)	7	-39	-8	-1	-1	4	-16	-8	20
CCCCCCCCCCCC(=O)N/N=C/c1ccco1	-12[20 µM]	7	5	-5	-13	0	1	-2	30
COCc1nc2sc3c(c2c(=O)[nH]1)CCCC3	-22	-10	3	0	-1	4	-16	-1	-6
O=C(CN1CCN(Cc2ccccc2)CC1)Nc1ccc([N+](=O)[O-])cc1C(=O)Nc1ccccc1F	-4	-8	1	0	-4	-3	-2	-3	10
Oc1ccc(CNc2ccccc2)c2cccnc12	-11	-11	-8	5	.	1	5	-4	24
CCc1nnc(NC(=O)c2ccc(OC)cc2)s1	-21	2	-2	9	2	6	3	0	7
CC(=O)C1=C(O)C(=O)N(CCN2CCOCC2)C1c1ccc(N(C)C)cc1 (centres undefined)	-15[20 µM]	.	-30	.	.	3	.	10	.
COc1ccc(CC(=O)N2N=C(C)CC2(O)c2cccnc2)cc1 (centres undefined)	-13[20 µM]	2	-9	0	2	-4	0	-7	-2
CCOC(=O)CSc1nc2c(sc(=S)n2Cc2ccco2)c(=O)n1-c1ccc(F)cc1	-10	10	-15	2	18	7	-9	-4	-8
COc1cccc(-n2c(Cn3nc(C(F)(F)F)cc3C)n[nH]c2=S)c1	-22	-4	3	69	2	3	-9	-2	-6
CC(C)OCCCNC(=O)Cn1nc(-c2ccccc2)ccc1=O	-9	-6	-3	-9	-2	-12	-6	-4	-14
Cc1cc(C(=O)N/N=C/c2ccc(O)c([N+](=O)[O-])c2)c(C)n1-c1ccc(F)cc1	-3	-18	-9	-8	-4	-1	6	-3	-14
Cc1c(Cl)cccc1NC(=S)NCC(C)C	-19	1	-5	4	-2	-1	-11	-5	-7
CCOC(=O)COc1nc(OC)nc(N2CCOCC2)n1	-22	-13	-1	0	1	6	3	-8	-10
O=C(c1ccc(S(=O)(=O)N2CCOCC2)cc1)N(Cc1ccco1)Cc1cccs1	-17	-5	13	1	0	1	-15	-5	-12
Cc1cccc(OCCCC(=O)Nc2ccc(S(=O)(=O)Nc3onc(C)c3C)cc2)c1C	-12[20 µM]	-6	2	-1	-1	-1	-10	8	-83
O=C(NC1CCCC1)c1ccc([N+](=O)[O-])s1	-12	3	-18	-1	.	2	-3	-5	-16
COC(=O)c1ccccc1NC(=O)C(=O)NCc1ccncc1	-31	-10	-1	6	-3	1	-9	-4	3
CC(=O)c1cc2c(cc1NC(=O)C1CCC1)OCO2	-29	-5	-2	-2	0	6	2	-2	-39
CCOC(=O)C(CC)Sc1nc2c(c(=O)[nH]c(=O)n2C)n1CCc1ccccc1 (centres undefined)	-19	-5	7	-3	-5	0	-9	-5	9
Cc1cc(C)cc(-n2nnc(C(=O)NCc3ccc(Cl)cc3)c2N)c1	-32	-8	4	3	-1	4	-5	-11	18
Cc1ccc(-c2[nH]c3ccccc3c2SCCNC(=O)c2ccc(S(=O)(=O)N3CCOCC3)cc2)cc1	-12	0	-6	0	-1	6	2	-11	-66
Cc1cc(C)c(NC(=O)CN2C(=O)NC3(CCOc4ccccc43)C2=O)c(C)c1 (centres undefined)	-7[20 µM]	-12	4	-3	1	-2	5	-1	20
Cc1ccccc1OCCOc1cccc(/C=N/NC(=O)Cc2nnc(N)s2)c1	-22[20 µM]	-1	-4	-6	-3	-1	-4	-10	1
O=C1C=C(NCCOC23CC4CC(CC(C4)C2)C3)C2(CCCCC2)O1	-12	1	-5	-3	-1	0	-18	-5	1
O=C1NCCN1Cc1cccc(Cl)c1	-20	-16	-3	2	.	4	-10	-6	-17
COCCCNC(=O)c1nc2c(nnn2Cc2cc(C)ccc2C)c(=O)[nH]1	-13[20 µM]	-10	5	1	-3	-4	-17	1	-7
Cc1nn(CC(=O)NNC(=S)Nc2ccccc2)c(C)c1[N+](=O)[O-]	-13[20 µM]	2	-4	-2	0	-6	-6	-5	-37
CCOC(=O)Cn1c(=O)c2c(nc3n2CCCCN3c2ccc(C)cc2)n(C)c1=O	-23	-2	0	4	2	4	-5	-9	13
COc1ccccc1NS(=O)(=O)c1cc(NC(=O)c2cc(=O)[nH]c3ccccc23)ccc1N1CCOCC1	-25	-17	-29	2	-1	10	-23	-9	-59
Cn1c(=O)cc(OCCCC(=O)NCCCN2CCN(Cc3ccccc3)CC2)c2ccccc21	-15	-4	-1	2	-2	-2	-5	1	-26
COc1ccc(CCNC(=O)C2CCCN2S(=O)(=O)c2ccc(F)cc2)cc1OC (centres undefined)	-8	-13	4	0	1	-3	4	-7	10
Oc1[nH]c2ccc(Br)cc2c1N=Nc1ccc(C(F)(F)F)cn1	1	-7	-7	-7	-5	-3	-18	-5	-17
C=CCOc1ccccc1CNn1nnnc1N	-18[20 µM]	-16	1	-5	1	5	-3	-1	0
Nc1ccc(C2=Nc3cccc4cccc(c34)N2)cc1	-12	13	-20	-6	-2	12	15	9	-37
c1ccc2cc3[nH]c(CN4CCOCC4)nc3cc2c1	-24[20 µM]	-29	-14	-6	4	-4	-1	-1	-34
CCOc1ccc(C2C(C#N)=C(N)Oc3nc[nH]c(=O)c32)cc1 (centres undefined)	-13	-6	1	-3	-6	3	0	-10	-7
CCOC(=O)C1(Cc2ccccc2C(F)(F)F)CCN(CCCn2cccn2)CC1	-27	4	4	0	-4	-6	-4	-6	-15
O=C(NC1CCCCCC1)C1CCN(S(=O)(=O)N2CCC3(CC2)OCCO3)CC1	-23	-11	-3	-2	0	-1	-7	-4	2
O=C(Nc1nc2ccccc2s1)Nc1ccc([N+](=O)[O-])cc1Cl	-28	-3	-17	0	-3	6	-26	1	-28
CCn1cc(C(=O)O)c(=O)c2cc(F)c(N3CCN(S(=O)(=O)c4ccc5c(c4)OCCO5)CC3)cc21	-29	-13	-8	-3	-1	6	-1	1	-352
C/C(=N\NC(=S)Nc1ccc(C)cc1)c1cc2ccccc2o1	-3	9	-52	-1	6	-7	-12	-10	3
O=C(NCc1ccco1)c1cccc(S(=O)(=O)N2CCc3ccccc32)c1	-19	3	-2	-34	-1	2	-9	-5	21
Cc1cc(NC(=O)CCCC(=O)NCc2cccs2)no1	-26	5	2	0	0	8	-8	-5	0

# New compounds follow:
Molecule	Furin inhibitor	EBV gp42 inh	Tb hexokinase	Runt-SMMHC FRET	Runt-CBFb FRET	p97 inhibitor	p47phox inh	RBBP9 inh	Calpain2 inh
O=c1ccccn1Cc1c(Cl)cccc1Cl	-11[20 µM]	-2	-1	4	0	2	-9	0	-11
O=C(NC1CCCC1)C1c2ccccc2C(=O)N1C1CCCCC1 (centres undefined)	-29	-11	6	3	0	7	-9	-6	6
CCOC(=O)C1=C(C)N(C)C(=S)NC1c1cccc(Cl)c1Cl (centres undefined)	-15	-10	-4	2	-2	0	0	-7	-6
CC(C)(C)c1cc[n+](/C(C(=S)Nc2ccccc2F)=C(/[O-])c2ccc3c(c2)OCCO3)cc1	-17	-2	-2	2	8	2	-3	-9	-21
Cc1nc2ccccn2c1C(=O)N/N=C/c1cc(C)n(-c2ccc(Cl)cc2)c1C	-12[20 µM]	9	-39	2	2	2	3	-10	-12
C/C(=N\NC(=O)C1CC1c1ccccc1)c1cccs1 (centres undefined)	-21	-4	-10	-3	-1	3	-7	-7	29
O=C(COC(=O)c1cc[n+]([O-])cc1)Nc1ccccc1Sc1ccccc1	-27	-2	9	-1	0	6	5	-2	-53
Cc1cc(=O)oc(C)c1C(=O)NCCc1ccc(F)cc1	-11[20 µM]	-19	0	3	2	2	-10	-1	-10
Cc1ccccc1CCN(CC(=O)NC1CCCCC1)C(=O)c1csnn1	-13	7	-2	1	-1	-3	-3	-8	3
CCOc1ccc(OCC(O)CNC2CCN(Cc3ccccc3)CC2)cc1 (centres undefined)	-17	-11	-1	-3	-2	-1	-11	-2	-1
C=CCSc1nc(O)c(C2OC(=O)c3c2ccc(OC)c3OC)c(=O)n1-c1ccccc1 (centres undefined)	6	7	-8	2	2	4	-41	-11	8

# Full records as entered above:
# Shown for O=C(COC(=O)c1cc[n+]([O-])cc1)Nc1ccccc1Sc1ccccc1 = Furin inhibitor = -27; EBV gp42 inh = -2; Tb hexokinase = 9; Runt-SMMHC FRET = -1; Runt-CBFb FRET = 0; p97 inhibitor = 6; p47phox inh = 5; RBBP9 inh = -2; Calpain2 inh = -53
# Shown for C/C(=N\NC(=O)C1CC1c1ccccc1)c1cccs1 (centres undefined) = Furin inhibitor = -21; EBV gp42 inh = -4; Tb hexokinase = -10; Runt-SMMHC FRET = -3; Runt-CBFb FRET = -1; p97 inhibitor = 3; p47phox inh = -7; RBBP9 inh = -7; Calpain2 inh = 29
